Rpn11 block: inhibitors of human proteasome Rpn11. hit rate 0.59% among 360,000. human 26S proteasome, Ub4-pepOG fluorescence polarization; 20S core pre-blocked with epoxomicin. O00487. calls only at 20 µM;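 active = inhibition at 20 µM, scaled to each plate's controls, above about 33%, limit read from the data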
Target sequence (O00487 whole entry, looked up): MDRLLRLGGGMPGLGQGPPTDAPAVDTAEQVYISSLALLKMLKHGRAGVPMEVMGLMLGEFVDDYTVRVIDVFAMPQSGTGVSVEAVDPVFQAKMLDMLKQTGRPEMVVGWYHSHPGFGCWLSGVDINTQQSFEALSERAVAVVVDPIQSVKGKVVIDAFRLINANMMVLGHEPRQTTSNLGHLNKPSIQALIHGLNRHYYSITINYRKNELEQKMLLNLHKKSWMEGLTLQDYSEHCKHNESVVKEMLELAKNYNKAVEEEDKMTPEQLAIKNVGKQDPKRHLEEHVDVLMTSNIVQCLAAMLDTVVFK
MsrA inh: inhibitors of bovine MsrA | hit rate 0.75% among 360,000 | inhibition, % at 15.5 µM | purified bovine MsrA, absorbance read-out; in the data active = inhibition above about 4.5%;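 note: 0% = vehicle wells with enzyme and 100% = reference inhibitor wells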
STEP block: STEP (human) phosphatase inhibition. AID 588621. hit rate 0.25% among 360,000. recombinant STEP, OMFP fluorogenic substrate, fluorescence. inhibition, % at 20 µM;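 active = inhibition at 20 µM, scaled per plate between control wells, above about 37%, limit read from the data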;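 note: 0% = DMSO with enzyme and substrate and 100% = substrate only without enzyme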
Target sequence (P54829 whole entry, looked up): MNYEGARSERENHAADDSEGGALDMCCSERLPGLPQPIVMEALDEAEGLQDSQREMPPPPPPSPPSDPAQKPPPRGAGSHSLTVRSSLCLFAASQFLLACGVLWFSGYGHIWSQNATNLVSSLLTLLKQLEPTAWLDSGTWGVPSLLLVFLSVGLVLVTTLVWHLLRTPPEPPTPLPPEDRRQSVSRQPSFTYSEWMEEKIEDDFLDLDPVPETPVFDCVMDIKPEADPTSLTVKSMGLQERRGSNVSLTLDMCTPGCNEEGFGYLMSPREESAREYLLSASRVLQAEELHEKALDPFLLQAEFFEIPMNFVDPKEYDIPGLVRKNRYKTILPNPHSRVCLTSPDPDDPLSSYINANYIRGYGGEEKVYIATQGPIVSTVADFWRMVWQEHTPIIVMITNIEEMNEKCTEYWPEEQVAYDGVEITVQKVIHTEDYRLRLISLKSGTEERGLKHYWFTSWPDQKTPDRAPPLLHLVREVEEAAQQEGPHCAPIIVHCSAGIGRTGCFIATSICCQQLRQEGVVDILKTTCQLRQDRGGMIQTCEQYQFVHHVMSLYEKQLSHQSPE
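Assay system: isolated STEP enzyme. Buffer or medium: pH 6.0 Bis-Tris with DTT and Tween 20. Also added: fluorogenic phosphatase substrate OMFP at 25 µM final. Dosing: 20 µM, 1% DMSO. Timing: 20 min reaction, room temperature, in the dark. Measured by: fluorescence intensity, excitation 480 nm, emission 540 nm. Evaluation: normalized % inhibition.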
SUMO1 PPI mod: alters human SUMO1 binding to SIM partners; inhibition, % at 20 µM; hit rate 0.33% among 360,000; P63165; SUMO1 binding to a labelled peptide, TR-FRET, 1 h; in the data active = inhibition above about 37%
CSN deneddyl inh: blocks human CSN-mediated cullin deneddylation; Q92905; AID 651999; Purified CSN, SCF-Nedd8-OG deneddylation, fluorescence polarization; hit rate 0.38% among 360,000; inhibition, % at 12.5 µM;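 active = pattern-corrected inhibition above about 35%, with an unprinted fluorescence ratio check between 0.5 and 1.5, limit read from the data, passing the limit was not always enough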;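 note: 0% = enzyme with substrate and 100% = substrate without enzyme; some results filed as inactive read as strong as hits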
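Assay system: purified human Csn5 enzyme expressed in HEK293T cells; measure: % inhibition; also added: SCFSkp2-Nedd8OG substrate at 10 nM final; technique: fluorescence polarization; times: reaction 90 min, room temperature; medium: Tris buffer pH 7.5, NaCl, DTT, Tween-20, trehalose, ovalbumin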
NadD inh: NadD (S. aureus) enzyme inhibition. hit rate 0.78% among 360,000. purified NadD enzyme, colorimetric absorbance read-out. inhibition, % at 20 µM; in the data active = inhibition above about 26%; note: some compounds past the cut are filed as inactive
DNMT1 block: DNMT1 (human) enzyme inhibition; AID 588458; P26358; DNMT1 molecular beacon, Hinp1I cleavage, fluorescence; hit rate 0.83% among 360,000; inhibition (reported as % activation of signal), % at 10 µM; in the data active = inhibition above about 50%
LMPTP inh: blocks human LMPTP phosphatase; P24666; recombinant LMPTP-A, OMFP fluorogenic substrate, fluorescence intensity; inhibition, % at 20 µM; hit rate 0.22% among 360,000;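 active = compounds that cut the enzyme signal by at least half of the control window in the single-dose screen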;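 note: plate controls were DMSO wells with enzyme plus substrate for no effect and substrate without enzyme for full effect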
Target sequence (P24666 whole entry, looked up): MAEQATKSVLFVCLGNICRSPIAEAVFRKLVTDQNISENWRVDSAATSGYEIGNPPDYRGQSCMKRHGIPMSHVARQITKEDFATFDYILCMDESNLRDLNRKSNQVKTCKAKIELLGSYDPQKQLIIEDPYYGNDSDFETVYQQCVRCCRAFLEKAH
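material = LMPTP-A | quantity = 0.625 nM enzyme | reagent = OMFP substrate, 400 µM final | buffer or medium = Bis-Tris pH 6.0, DTT, detergent | detection = endpoint fluorescence intensity from OMFP dephosphorylation | dosing = single 20 µM dose | read-out basis = % inhibition relative to no-enzyme and uninhibited control wells | control set = no-enzyme and uninhibited controls | timing = 50 min at room temperature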
TbMetRS inhib: blocks T. brucei methionyl-tRNA synthetase activity; purified T. brucei MetRS, ATP depletion, Kinase-Glo luminescence; inhibition, % at 11.9 µM; hit rate 0.4% among 360,000; AID 624268;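 active = inhibition above a per-plate cutoff of the control wells' mean inhibition plus 3 SD, cut at about 5.5% in these data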;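 note: 0% = DMSO wells median and 100% = median of wells with control inhibitor compound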
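Measured by: Kinase-Glo luciferase luminescence reporting remaining unconsumed ATP. Material: purified T. brucei MetRS enzyme. Doses: 11.9 µM compound single dose, 0.9% DMSO. Medium: HEPES buffer containing pyrophosphatase, BSA, spermine, DTT. Times: 15 min preincubation, 2 h reaction, all 25 °C. Reagent: methionine, ATP and bulk E. coli tRNA.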
Scp1 inh: blocks human Scp-1 phosphatase activity. inhibition, % at 20 µM. Recombinant Scp1, phosphopeptide, malachite green phosphate absorbance. hit rate 0.88% among 340,000. Q9GZU7;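 active = inhibition above about 50% at 20 µM, limit read from the data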;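 note: plate controls were DMSO wells with enzyme for no effect and wells lacking enzyme for full effect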
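assay system = SCP-1 phosphatase catalytic domain, residues 76-261 | buffer or medium = 50 mM Tris acetate pH 5.5, 0.005% Tween-20, 10 mM MgCl2 | incubation = enzyme reaction 45 min at room temperature, colour 5 min, stabilisation 30 min | signal = Phosphate-binding colour reagent, absorbance read at 630 nm | measure = % inhibition at 20 µM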
The depositor's hits bear a star; i = inactive; · = no result given; + = active, no number.

SMILES	Rpn11 block	MsrA inh	STEP block	SUMO1 PPI mod	CSN deneddyl inh	NadD inh	DNMT1 block	LMPTP inh	TbMetRS inhib	Scp1 inh
COc1ccc(C)cc1NC(=O)CN1CCCN(S(=O)(=O)c2ccc(Br)cc2)CC1	i	-1.0	-0.2	6.1	-0.8	-3.7	-1.0	4.3	0.3	-0.8
COc1cccc(S(=O)(=O)Nc2ccc(C(=O)Nc3ccncc3)cc2)c1	i	0.5	-1.8	5.1	-2.8	-0.6	8.6	0.9	-0.2	-11.1
CCOC(=O)c1c(C(=O)OCC)c(C)n(N2C(=O)CSC2=S)c1C	i	0.0	0.0	2.9	9.6	2.5	-6.6	0.9	-0.4	8.5
O=C(Nc1cccc(C2=NCCN2)c1)Nc1cccc(C2=NCCN2)c1	i	0.1	3.6	-30.6	1.6	-1.2	6.9	17.2	-0.5	-18.9
O=C(Nc1cccc(C(F)(F)F)c1)c1cccc(NS(=O)(=O)c2ccc(Br)c(C(=O)O)c2)c1	i	-0.5	-4.2	1.9	-0.3	2.6	-1.8	-0.2	1.1	-11.7
Cc1cc(C)cc(C(=O)Nc2ccc(NC(=O)Cc3ccccc3)cc2)c1	i	1.5	1.6	-3.6	10.4	-5.4	1.5	-0.5	-0.6	-0.7
COc1ccccc1Oc1ncnc2c1cnn2-c1ccccc1	i	-0.8	-1.6	2.4	5.7	-10.7	-1.1	0.2	-0.2	-5.2
Cc1nn(CC(C)C)c(=S)[nH]c1=O	i	0.6	-1.8	-0.5	0.6	1.0	-1.4	-0.6	0.0	0.4
O=C(CNC(=O)Cc1ccccc1)NCC(=O)OCc1ccccc1	i	-0.2	2.9	1.3	0.9	-4.6	67.7*	-1.1	-0.6	1.1
CCOC(=O)c1c(NC(=O)CN2C(=O)NC3(CCCCC3C)C2=O)sc(C(=O)N(C)C)c1C (configuration not stated)	i	0.7	0.9	1.5	6.0	-1.7	-3.1	-2.1	-0.3	-6.9
CC(C)c1nnc(NC(=O)Cc2cccs2)s1	i	0.3	-0.4	-0.2	1.7	2.2	-2.4	-1.8	-0.2	-3.0
Cn1c(=O)n(C)c2cc(NC(=O)c3cccc([N+](=O)[O-])c3)c(Br)cc21	i	-0.4	-3.5	-2.7	-5.1	-2.8	4.0	1.2	-1.6	4.8
COCCn1c(=O)[nH]c2cc(C(=O)NCCN3CCN(c4cccc(Cl)c4)CC3)ccc2c1=O	i	-1.0	2.9	4.4	-5.3	0.1	-3.0	-0.6	0.5	0.6
CCn1c2ccccc2c2cc(NC(=O)COC(=O)c3ccccc3O)ccc21	i	0.9	0.4	-0.8	7.0	13.5	23.4	-0.8	-0.2	-5.0
Brc1cccc(C2Nc3cccc4cccc(c34)N2)c1	i	1.5	6.3	-2.4	0.9	20.9	-1.1	4.3	-0.3	0.3
CCOC(=O)C1(Cc2ccccc2)CCN(Cc2cnn(-c3ccccc3)c2)CC1	i	-1.0	-2.3	-0.3	-16.8	2.9	-1.7	0.2	-0.4	-2.2
CC(=O)Nc1ccc(C(=O)NN2C(=O)c3ccccc3C2=O)cc1	i	0.1	-0.2	-14.3	-5.5	-0.9	1.2	-0.3	-0.2	-6.1
O=C(Nc1ccc(O)c(C(=O)O)c1)c1cccc(NC(=O)c2ccco2)c1	i	-0.2	-0.7	9.4	1.3	-7.2	5.7	-0.4	-0.6	0.1
Cc1cccc(C)c1OCc1n[nH]c(=S)n1N	i	-0.6	-1.4	1.9	-1.0	3.5	7.5	-1.6	-0.8	-16.6
CCOc1ccc(-n2c(-c3ccccc3)c[nH]c2=S)cc1	i	1.0	1.3	-1.2	0.3	17.3	-0.4	-0.4	0.1	5.9

Whole records from above:
COc1cccc(S(=O)(=O)Nc2ccc(C(=O)Nc3ccncc3)cc2)c1 as listed: Rpn11 block = i; MsrA inh = 0.5; STEP block = -1.8; SUMO1 PPI mod = 5.1; CSN deneddyl inh = -2.8; NadD inh = -0.6; DNMT1 block = 8.6; LMPTP inh = 0.9; TbMetRS inhib = -0.2; Scp1 inh = -11.1
O=C(Nc1ccc(O)c(C(=O)O)c1)c1cccc(NC(=O)c2ccco2)c1 as listed: Rpn11 block = i; MsrA inh = -0.2; STEP block = -0.7; SUMO1 PPI mod = 9.4; CSN deneddyl inh = 1.3; NadD inh = -7.2; DNMT1 block = 5.7; LMPTP inh = -0.4; TbMetRS inhib = -0.6; Scp1 inh = 0.1

(next part)
SMILES	Rpn11 block	MsrA inh	STEP block	SUMO1 PPI mod	CSN deneddyl inh	NadD inh	DNMT1 block	LMPTP inh	TbMetRS inhib	Scp1 inh
CCCCCCOc1ccc(C(=O)NCCCn2ccnc2)cc1	i	0.8	1.9	7.5	13.5	3.1	0.1	1.2	-0.4	-6.5
CCN1CCN(CC(=O)N2N=C(c3cccs3)CC2c2ccc(F)cc2)C(=O)C1=O (configuration not stated)	i	2.5	-0.2	-5.5	5.3	0.3	-1.3	-0.3	-0.4	-14.4
COc1ccccc1NC(=O)COC(=O)c1cc(C)oc1C	i	-0.5	3.8	2.8	-2.6	-3.8	-1.8	-0.1	-0.2	-5.0
O=C(CCNC(=O)c1ccc([N+](=O)[O-])cc1)N/N=C/c1ccc(F)cc1	i	-0.6	0.5	-24.6	1.8	-4.1	-0.7	0.3	0.1	-1.3
Cc1ccc(C(=O)NC(=S)NNC(=O)COc2ccc([N+](=O)[O-])cc2)cc1	i	-0.1	2.4	-11.6	2.6	0.7	-2.0	-0.5	0.3	-4.8
CCc1ccc(NCc2cc3c(C)nn(-c4ccccc4)c3[nH]c2=O)cc1	i	1.8	0.4	9.1	3.1	11.7	-4.6	1.2	0.1	-10.7
COc1ccc(CNS(=O)(=O)c2c(C(=O)N3CCCCC3)c(C)n(C)c2C)cc1	i	0.4	-4.9	2.1	-0.5	-4.2	1.9	-1.9	-0.3	-15.4
CCOC(=O)C1=C(c2ccccc2)OC(N)=C(C#N)C1C1CCCCC1 (configuration not stated)	i	0.1	-0.9	-0.1	-3.1	-4.2	1.7	2.6	-0.3	-4.5
CN(C)c1cccc(C(=O)OCC(=O)N(Cc2ccccc2)C2CCS(=O)(=O)C2)c1 (configuration not stated)	i	-0.1	-2.6	-2.4	-1.6	2.2	4.8	1.0	-0.5	-9.1
CCC(NC(=O)c1cc(COc2cncc(Cl)c2)on1)c1ccc(C)cc1 (configuration not stated)	i	0.1	0.9	-1.8	1.4	-0.8	1.9	0.0	-0.1	-4.2
CCCN(CC(=O)Nc1ccc(C)cc1Br)CC(=O)Nc1ccc(F)c(F)c1F	i	0.2	-1.5	-0.4	-4.3	-2.8	1.2	2.7	-0.4	-7.6
Cn1nccc1C(=O)Nc1ccc(OC(=O)c2ccnn2C)cc1	i	-0.1	-0.8	-1.3	2.0	-5.3	-4.3	-0.2	-0.8	-0.4
CCOC(=O)c1c(C)n(-c2ccc(C)cc2)c2ccc(OCC(O)CN3CCN(C)CC3)cc12 (configuration not stated)	i	0.1	4.8	2.7	-1.5	2.5	-10.1	-5.3	-1.0	0.9
O=C(Oc1ccc2c(c1)O/C(=C\c1ccncc1)C2=O)c1cccs1	i	-0.3	-0.3	-23.1	5.3	4.6	13.0	1.5	-0.2	8.2
Cn1cccc1/C=N/N1CCN(Cc2ccccc2Cl)CC1	i	-0.8	1.3	-3.4	2.0	10.4	-2.9	1.1	-0.1	14.1
O=C(CCNC(=O)c1ccc(Br)cc1)Nc1ccccc1N1CCOCC1	i	-0.6	-1.5	14.9	-1.6	3.8	-0.5	0.0	-0.5	-2.7
Cc1cccc(N2CCN(C(=O)CCn3c(=S)[nH]c4cc5c(cc4c3=O)OCO5)CC2C)c1 (configuration not stated)	i	-0.4	2.1	2.6	-1.6	20.4	-5.1	1.7	0.4	-4.6
CN1CCN(C(=O)/C(=C/c2cccc([N+](=O)[O-])c2)NC(=O)c2ccccc2)CC1	i	0.2	-1.8	-18.6	-2.3	-1.9	0.9	-2.3	0.4	-7.2
O=C(CCN1C(=O)/C(=C\c2ccco2)SC1=S)Nc1ccc(C(=O)O)c(O)c1	+	1.2	42.8*	65.5*	57.4*	39.5*	91.1*	23.3	0.6	79.7*
Cc1ccccc1S(=O)(=O)NC(=O)C1(C)CCN1C(=O)Cc1ccc(C(C)(C)C)cc1 (configuration not stated)	i	0.4	-2.1	-19.4	4.5	1.7	1.2	-2.3	-0.5	·
Cc1cnc(C(=O)Nc2ccc(F)c(F)c2)cn1	i	0.1	-6.4	-6.0	-3.0	7.6	7.1	-1.0	0.1	0.5
CC1CC(C)(C)NC(C)c2ccccc21 (configuration not stated)	i	0.5	-5.5	-1.3	4.9	0.0	3.0	-2.4	0.5	-1.8
COC(=O)C1(C)NC(c2ccc(F)cc2)C2C(=O)N(c3ccccc3)C(=O)C21 (configuration not stated)	i	0.1	-0.1	-0.9	5.2	0.0	0.6	0.2	-1.3	-5.1
C=CCNc1ncnc2c1cnn2-c1ccc(Cl)cc1	i	0.7	-1.8	0.6	-7.5	-6.4	-3.2	-0.1	-0.4	-4.5
CCOC(=O)C(NC(C)=O)C(OC(C)=O)c1cccc([N+](=O)[O-])c1 (configuration not stated)	i	1.4	0.3	-3.1	0.4	-1.3	2.4	0.4	-0.5	-2.2
CC(=O)c1ccccc1OCC(O)CNC1CCCC1 (configuration not stated)	i	0.8	-2.8	1.9	-0.1	-3.7	2.8	0.7	-0.3	-3.4
CCN(C(=O)COC(=O)CNC(=O)c1cccs1)c1c(N)n(Cc2ccccc2)c(=O)[nH]c1=O	i	1.4	-2.2	1.3	4.9	3.1	3.2	-1.8	-0.2	-2.5
Cc1nn(C(C)(C)C)c(NC(=O)c2ccc(Cl)cc2)c1Br	i	0.7	1.8	4.1	-5.5	0.4	0.8	-0.2	-0.5	8.0
COC(=O)c1cccc(NC(=O)C2C3CCC(C3)C2C(=O)O)c1 (configuration not stated)	i	-0.1	0.5	4.3	0.3	-6.6	0.4	-0.7	-1.2	-3.5
O=C(CSc1ccc(Cl)cc1)Nc1ccc(-c2nc3ccccc3[nH]2)cc1	i	2.6	1.3	0.7	1.4	13.1	24.7	35.6	0.6	-5.3
c1csc(-c2nnc(COc3ncnc4sccc34)o2)c1	i	-0.8	0.2	5.5	1.9	-3.9	1.3	0.4	-0.3	-6.8
CSc1cccc(NC(=O)c2sc3nc4n(c(=O)c3c2C)CCC4)c1	i	1.7	-1.6	6.6	4.1	-2.8	-1.5	0.3	-0.3	-5.2

Screening data (PubChem)
